# Bioassay records (PubChem BioAssay)
# Nrf2 ARE act = Nrf2 pathway activation; AREc32 ARE-luciferase reporter (MCF7-derived line), luminescence, 24 h; Potency, µM (series often up to 46.1 µM), inactives show at the highest dose activation, usual class: activators; 410,000 compounds, 0.31% hits; note: potency is the fitted concentration of half-maximal effect; % of control where 0% means no effect; nearly all actives have a fitted effect of over 65% in size
#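 Steps: seed AREc32_Fluc cells (1000/well, 5% FBS OPTI-MEM); incubate overnight at 37 deg C; add 23 nL compound; incubate 24 hr; add Steady-Glo; hold 30 min RT; read luminescence.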
# ATXN viability = reduces viability in counter-screen for ATXN expression inhibitors | S2 cells (HEK-293 line with an ATXN2-luciferase reporter) viability, CellTiter-Fluor protease fluorescence, 24 h | Potency, µM (top dose mostly 56.7 µM), hits mostly cytotoxic | 400,000 compounds, 0.49% hits; note: potency is the fitted concentration of half-maximal effect; nearly all actives have a fitted effect of over 40% in size
# MCF10A rereplic = induces DNA re-replication in MCF 10a normal breast cells; MCF 10A DNA re-replication, Hoechst nuclear intensity, 48 h; Potency, µM (top dose mostly 46.1 µM), for inactives: at the top dose activity, positive = re-replication, hits mostly activators; 350,000 compounds, 2.9% hits; note: potency is the fitted concentration of half-maximal effect; % of control where 0% means no effect; nearly all actives have a fitted effect of over 50% in size
# ATXN2 expr inh = ATXN2 expression inhibition; HEK-293 ATXN2-luciferase reporter, luminescence, 24 h; Potency, µM (doses to about 57 µM), for inactives: at the top dose activity change, negative = inhibition, actives largely listed as inhibitors; 360,000 compounds, 0.72% hits; AID 1745845; note: potency is the fitted concentration of half-maximal effect; % is set by controls: 0 for no effect and ±100 for the full control effect; nearly all actives have a fitted effect of over 55% in size
#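 qHTS (up to 57 uM final) was run with 24 h compound exposure of reporter cells at 37 °C. Each well was multiplexed: SteadyGlo luminescence measured ATXN2-luciferase expression after a fluorogenic Gly-Phe-AFC viability readout (25 uM final).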
# IL-1B inflam inh = blocks inflammasome-driven IL-1 beta release. THP-1 LPS/ATP IL-1B secretion, AlphaLISA, 16 h; active compounds read low. activity change, % at 57.5 µM. 360,000 compounds, 4.7% hits; in the data active = activity change below about -50%; inconclusive = mostly about -30% to -49%; note: % is set by controls: 0 for no effect and ±100 for the full control effect
#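 Secreted IL-1B measured by AlphaLISA bead assay after 16 h compound exposure of THP-1 cells; compounds (final up to 57.5 uM) added 1 h before LPS (250 ng/mL) and ATP (1.25 mM) stimulation; lower signal means less secretion.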
# Nrf2 block = inhibitors of Nrf2 signaling; A549 ARE-Fluc reporter, luciferase luminescence, 18-24 h; Potency, µM (doses to about 46 µM), for inactives: at the highest dose activity change, negative = inhibition, hits mostly inhibitors; AID 504444; 360,000 compounds, 2.1% hits; note: potency is the fitted concentration of half-maximal effect; % is set by controls: 0 for no effect and ±100 for the full control effect; nearly all actives have a fitted effect of over 60% in size
#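 A549 ARE_Fluc cells, 5000/well, 5% FBS OPTI-MEM; compounds in dose-response, 18-24 h at 37 °C/5% CO2; CellTiter-Fluor viability read (Ex 405/Em 525), then BugLite luciferase luminescence = Nrf2 activity.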
# HepG2 viability = counter-screen for TGF-b inhibitors: cytotoxicity in HepG2 cells; Potency, µM (titrated, usually from 46.1 µM), inactives show at the highest dose activity change, negative = cytotoxicity, most hits filed as cytotoxic; HepG2 CAGA-GFP viability, ATP luminescence, 18 h; 410,000 compounds, 0.76% hits; note: potency is the fitted concentration of half-maximal effect; some results filed as inactive show a strong effect at the top dose
#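 HepG2 CAGA-GFP cells (1000/well, DMEM with 1% FBS) received compound, then TGF-beta at 500 pg/mL final, and were incubated 18 hours at 37 degrees C. Viability was read by CellTiter-Glo luminescence. Media-only wells were set as complete cell-killing and DMSO as no toxicity.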
# A549 tox = A549 cytotoxicity, counter-screen for Nrf2 inhibitors | 390,000 compounds, 0.16% hits | A549 ARE-Fluc cells, CellTiter-Fluor viability, 18-24 h | Potency, µM (series often up to 46 µM), without a hit: at the top dose activity change, negative = cytotoxicity, actives largely listed as inhibitors; note: potency is the fitted concentration of half-maximal effect; % is set by controls: 0 for no effect and ±100 for the full control effect
#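 A549 ARE_Fluc cells in 5% FBS OPTI-MEM were exposed to compounds in concentration-response for 18-24 h at 37 deg C. Viability was read by CellTiter-Fluor fluorescence (Ex 405/Em 525) after 30 min, before the luciferase read.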
# TGFb inhibitor = TGF-b pathway inhibition | HepG2 CAGA-GFP TGF-b/SMAD3 reporter, GFP fluorescence, 18 h; TGF-beta stimulated, 500 pg/mL final | Potency, µM (top dose mostly 46.1 µM), without a hit: at the highest dose activity, negative = inhibition, most hits filed as inhibitors | 410,000 compounds, 1.2% hits | AID 588855; note: potency is the fitted concentration of half-maximal effect; % is set by controls: 0 for no effect and ±100 for the full control effect; nearly all actives have a fitted effect of over 65% in size
#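 Inhibition was scored as loss of TGF-beta-induced (500 pg/mL final, 18 hours, 37 degrees C) GFP in HEPG2 cells carrying a CAGA-GFP reporter, in DMEM with 1% FBS. Well GFP was summed per cell; Activity was normalised to unstimulated and stimulated DMSO wells, then concentration-response fitting.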
# The depositor's hits bear a star; i = inactive; ? = inconclusive; / = not tested or not shown; [ ] = another dose, or the depositor's remark. Unless noted, calls come from the whole dose curve; as a rule, active = well fitted curve in the direction sought with a large enough effect; inconclusive = small, poorly fitted or top-dose-only effect, or another doubt; inactive = no such curve, though single readings can be large; an effect the other way counts as inactive or inconclusive. Hits appear at their usual frequency (roughly 8.8% active in at least one column).
SMILES,Nrf2 ARE act,ATXN viability,MCF10A rereplic,ATXN2 expr inh,IL-1B inflam inh,Nrf2 block,HepG2 viability,A549 tox,TGFb inhibitor
Cc1cc2oc(=O)cc(-c3ccccc3)c2c(C)c1-c1ccc(C#N)cc1,5.3%,i,3%,-12%,39,?,-28%,4%,-26%
COCCN(C(=O)COC(=O)Cc1cccc2ccccc12)c1c(N)n(Cc2ccccc2)c(=O)[nH]c1=O,0.0%,?,2%,5%,-2,-20%,2%,0%,3%
COc1ccc(C(=O)N2CCCCC2c2cc(C(=O)NCc3ccc(Cl)c(Cl)c3)no2)cc1 (stereo not given),1.1%,i,/,-18%,-11,/,-11%,/,-27%
O=C(COC(=O)CCCN1C(=O)c2cccc3cccc(c23)C1=O)NC1CCS(=O)(=O)C1 (stereo not given),1.6%,i,3%,9%,-1,3%,-1%,3%,1%
COC(=O)NNC(=O)c1ccc(C)c(Br)c1,0.0%,i,11%,6%,-14,-6%,7%,-2%,8%
COC(=O)/C(=C\c1ccc2c(c1)c1ccccc1n2C)NC(=O)c1ccccc1,3.6%,i,?,2%,-14,-1%,0%,-1%,-6%
CCOc1cc(NC(=S)NCC2CCCO2)c(OCC)cc1NC(=O)c1ccc(C)cc1 (stereo not given),-0.6%,i,15%,-8%,13,7%,-3%,-1%,-9%
COc1ccc(CCNC(=O)C(=O)NCC2OCCN2S(=O)(=O)c2ccccc2)cc1 (stereo not given),-0.4%,i,7%,1%,-2,18%,7%,0%,-3%
Cc1ccc(CCNC(c2ccc(F)cc2)c2nnc(-c3ccccc3Cl)o2)cc1 (stereo not given),4.2%,i,/,8%,/,-1%,-24%,1%,?
FC(F)(F)Oc1ccc(Nc2nc3ccccc3o2)cc1,14%,i,21%,53%[activator],10,26%,-33%,4%,-12%
CCOC(=O)/C(=N/Nc1ccc(Cl)cc1)Sc1nnnn1-c1ccc(C)cc1,0.1%,i,-1%,5%,49,-4%,-4%,-1%,-16%
CC1(c2nnc(-c3ccc(F)cc3)o2)CC(c2ccc(Cl)cc2)=NO1 (stereo not given),0.3%,i,13%,3%,17,-3%,-2%,-4%,10%
CCC(C)C(=O)OCC1(c2ccc(C)cc2OC(=O)C(C)C)CO1 (stereo not given),-0.2%,i,18%,7%,10,-4%,1%,9%,2%
CC1CCN(C(=S)NC(=O)C2CCCCC2)CC1,0.3%,i,0%,5%,18,/,9%,3%,-1%
N#CC(C#N)=Cc1ccc(-c2ccc(S(=O)(=O)N=C(N)N)cc2)o1,3.2%[9.22 µM],i,4%,-8%,?,?,-21%,-3%,-10%
CCN1C(=O)C(O)(CC(=O)c2ccc(-n3cccc3)cc2)c2ccccc21 (stereo not given),0.4%,i,735%[0.0737 µM],2%,-21,-16%,7%,-1%,-13%
COc1cccc(C(=O)NOCc2ccccc2)c1OC,-0.1%,i,-1%,12%,-27,?,2%,-2%,1%
COc1ccccc1CNC(=O)COC(=O)c1ccncc1,-0.8%,i,-2%,-1%,12,-2%,3%,4%,?
O=C(Nc1ccc(Cl)cc1F)c1cc(S(=O)(=O)NC2CCCCCC2)ccc1F,4.7%,/,/,/,/,/,-61%,-7%,?
Cn1c(CCc2ccccc2)n[nH]c1=S,-0.3%,i,5%,-8%,-8,?,-7%,1%,6%
CC1c2nc3ccccc3n2C(CC(=O)NCCCN2CCOCC2)C(=O)N1Cc1ccccc1 (stereo not given),-0.4%,i,-5%,-2%,3,-6%,-9%,1%,9%
O=C(Cc1ccc(S(=O)(=O)N2CCCC2)s1)NC1CCCCCC1,-0.2%,i,1%,1%,27,/,4%,9%,0%
COc1ccc(OC)c(C2=NOC(C(=O)Nc3cccc(C(C)=O)c3)C2)c1 (stereo not given),-0.2%,i,-3%,-13%,-7,8%,-8%,2%,18%
Cc1ccc2c(c1)N(C(=O)CCC(=O)NCc1cccc(Cl)c1)CC(C)O2 (stereo not given),-0.2%,i,1%,-19%,?,-6%,7%,6%,-7%
Cc1ccc(Cn2ccn(Cc3ccccc3F)c(=O)c2=O)cc1,-0.8%,/,/,/,/,-3%,-18%,-1%,-2%
COc1cc(C)c(C(C)C)cc1S(=O)(=O)N1CCN(C)CC1,-0.6%,i,6%,-5%,-12,-6%,4%,0%,-19%
S=c1[nH]nc(CN2CCCC2)n1Cc1ccccc1,2.0%,i,22%,-12%,3,6%,-1%,7%,-4%
Sc1nnc(-c2ccc(Cl)cc2)n1Cc1ccccc1,0.3%,?,22%,-2%,0,-19%,-1%,1%,-5%
CCOc1ccc(-c2cc(-c3nc(-c4ccc(C)cc4)no3)[nH]n2)cc1,0.7%,/,/,/,/,1%,2%,3%,4%
O=C(CSc1nnc(-c2cccs2)o1)Oc1ccccc1Cl,1.4%,/,/,/,/,17%,1%,7%,41%[activator]
Cn1c2ccc(F)cc2c2ncn(Cc3ccccn3)c(=O)c21,-0.5%,i,13%,13%,15,-7%,-4%,0%,-4%
O=C(NNC(=O)c1cccc(-n2cccc2)c1)c1ccc(F)cc1,0.1%,i,-2%,3%,-6,2%,-14%,-3%,-13%
O=C(NC1CC1)c1ccc2snnc2c1,0.2%,i,-1%,-5%,10,4%,-1%,2%,5%
Cc1nnc(SCC(=O)NC(=O)NC2CCCC2)n1N,0.8%,i,0%,0%,42,-1%,-11%,3%,-4%
Cc1ccc(C(=O)OCC(=O)Nc2sc3c(c2C#N)CCC3)cc1,-0.6%,i,-1%,1%,-8,-2%,0%,0%,10%
O=C1C2CC=CCC2C(=O)N1CC1CCCO1 (stereo not given),0.2%,i,0%,2%,20,-13%,3%,-2%,8%
COc1ccc(CCCC(=O)NC2CCCCC2C)c(C)c1 (stereo not given),-0.7%,i,-4%,3%,30,6%,-5%,1%,-2%
COc1cc(/C=C/C(=O)OCC(=O)NC2CC2)cc(OC)c1OC,2.6%,i,-2%,/,-26,9%,-15%,14%,-1%
C=CCNc1nc(N2CCCCC2)c(C#N)c2c1CN(Cc1ccccc1)CC2,0.1%,i,16µM*,7%,-6,-2%,-22%,0%,-11%
COc1ccc(C2Nc3ccccc3C(=O)N2NS(C)(=O)=O)cc1 (stereo not given),4.2%,i,0%,-9%,-1,4%,4%,-5%,-5%
COc1ccc(-c2sc3cc4c(cc3c2C#CC2(N)CCCCC2)OCO4)cc1,3.8%,/,?,?,-20,?,-108%,2%,?
CCOC1(OCC)OC(c2ccccc2)=C(C#N)C(C=Cc2ccccc2)C1(OCC)OCC (stereo not given),5.8%,i,/,/,-6,/,-12%,/,3%
CCCOC(=O)CSC1=C(C#N)C(c2ccccc2OC)C(C#N)C(=O)N1 (stereo not given),0.3%,i,?,-6%,10,10%,7%,0%,0%
O=S(=O)(c1ccc(Br)cc1F)N1CCC(O)CC1,-1.2%,i,14%,3%,-7,1%,5%,-4%,3%
CC(C)=NN/C(N)=N/C(=S)Nc1ccc(C)cc1,0.1%,i,-4%,34%,11,18%,-2%,1%,-7%
COc1ccc(NC(=O)Nc2ccc3c(c2)C(=O)N([C@H](C)CO)C[C@H](C)[C@@H](CN(C)C(=O)Nc2ccccc2)O3)cc1,0.4%,i,-13%,-3%,-2,-3%,-12%,7%,-1%
CCCCn1c(N)c(N(CC)C(=O)CCNC(=O)c2ccc(Cl)cc2)c(=O)[nH]c1=O,-0.7%,i,-2%,-4%,-1,-1%,-29%,0%,20%
CC(NC(=O)Nn1cnnc1)(C(F)(F)F)C(F)(F)F,-0.1%,i,0%,-5%,10,-4%,-9%,-3%,10%
CCOc1ccc(NC(=O)CC2CC(C)(C)OC2=O)cc1 (stereo not given),0.1%,i,-5%,-5%,6,9%,-3%,-5%,-6%
COc1ccc2ccccc2c1/C=N/Nc1cccc(C(=O)O)c1,2.2%,/,?,-5%,0,?,-1%,-7%,11%

# Next entries
SMILES,Nrf2 ARE act,ATXN viability,MCF10A rereplic,ATXN2 expr inh,IL-1B inflam inh,Nrf2 block,HepG2 viability,A549 tox,TGFb inhibitor
C=CCNC(=S)N/N=C(\C)c1ccc(OC)cc1,4.5%,i,8%,-25%,-5,?,-9%,0%,0%
O=C(c1ccccc1)N1CCN(c2ncnc3c2cnn3-c2ccccc2)CC1,4.0%,i,-6%,9%,3,?,-19%,-4%,-4%
N#CC(c1ccccc1)N(CCCCl)C(=O)c1ccccc1 (stereo not given),3.4%,i,?,/,11,-4%,-18%,8%,-15%
O=c1nc2s/c(=C\c3ccc(-c4ccccc4[N+](=O)[O-])o3)c(=O)n2nc1-c1ccccc1,8.6%,?,?,3%,13,14%,7%,-2%,2%
O=C(O)c1cccc(S(=O)(=O)N2CCN(c3ccccn3)CC2)c1,-0.1%,i,1%,6%,16,9%,-1%,-2%,7%
CCCCc1ccc(S(=O)(=O)NC(=O)C2(C)CCN2C(=O)CCc2cccs2)cc1 (stereo not given),-0.8%,i,/,7%,40,/,3%,/,20%
C[C@@H]1COc2cc(N3CCC[C@@H]3CO)ccc2S(=O)(=O)N1,0.2%,i,/,1%,0,/,/,/,/
COCCCNC(=O)Cn1cc2c(n1)CCC(C)C2 (stereo not given),0.4%,i,-4%,2%,11,13%,4%,-5%,-1%
